# Mtb BioA inh: M. tuberculosis BioA enzyme inhibitors, primary screen, biochemical, plate reader, single point, HTS; purified M. tuberculosis BioA enzyme; inhibition, % at 9.99 µM; 0.096% of 360,000 active; in the data active means inhibition above about 40%
# Numbers without * were called inactive; & = joins results of further samples. Not all compounds are listed; the hit share may differ from the screen's.
SMILES,Mtb BioA inh
COc1ccccc1NC(=O)N1CC[C@@H]2[C@H]1c1cc(C#Cc3cccc(F)c3)ccc1N(C)[C@@H]2CO,2.3
C[C@@H]1CN([C@@H](C)CO)C(=O)c2cc(NC(=O)CCN3CCOCC3)ccc2O[C@@H]1CN(C)S(C)(=O)=O,1.0
CC(=O)N1C[C@H]2[C@@H](c3ccccc31)[C@@H](CO)N2S(=O)(=O)c1ccccc1,3.4
CN(C[C@H]1[C@@H](c2ccccc2)[C@H](CO)N1C(=O)C1CC1)C(=O)c1ccccn1,2.8
COc1ccc(NC(=O)N[C@@H]2CC[C@H](CCNC(=O)c3ccccc3F)O[C@@H]2CO)cc1,0.6
CCCN(C)C[C@@H]1Oc2cc(-c3ccc(F)cc3)ccc2S(=O)(=O)N([C@@H](C)CO)C[C@@H]1C,-1.2
N#C[C@H]1[C@@H](c2ccc(-c3ccncc3)cc2)[C@@H](CO)N1C(=O)C1CCCCC1,0.8
COc1ccccc1NC(=O)N1CCCCN2[C@H](C1)[C@H](c1ccc(-c3cccc(F)c3)cc1)[C@@H]2CO,0.4
CN(C)CC(=O)N[C@@H]1CC[C@@H](CCNC(=O)Nc2ccc(C(F)(F)F)cc2)O[C@@H]1CO,0.6
C[C@H](CO)N1C[C@H](C)[C@H](CN(C)C(=O)C2CC2)Oc2ncc(-c3cccc(C#N)c3)cc2C1=O,0.4
Cc1ccc(-c2ccc3c(c2)O[C@H](CN(C)Cc2ccc(C(=O)O)cc2)[C@H](C)CN([C@@H](C)CO)S3(=O)=O)cc1,3.9
C[C@@H]1CCCCO[C@H](CN(C)S(=O)(=O)c2ccc(F)cc2)[C@@H](C)CN([C@@H](C)CO)C(=O)c2cc(NC(=O)c3ccccc3)ccc2O1,-2.9
CN(C)C(=O)C[C@@H]1C=C[C@@H](NC(=O)Nc2cccc(F)c2)[C@H](CO)O1,2.6
C[C@@H]1CN([C@@H](C)CO)C(=O)c2cc(-c3ccccc3)cnc2O[C@H]1CN(C)C,-0.8
C[C@H](CO)N1C[C@H](C)[C@H](CN(C)S(=O)(=O)c2ccccc2)Oc2ccc(NC(=O)Nc3ccc4c(c3)OCO4)cc2C1=O,-2.8
Cc1ccc(S(=O)(=O)Nc2ccc3c(c2)CC(=O)N([C@H](C)CO)C[C@@H](C)[C@H](CN(C)Cc2ccc(Cl)c(Cl)c2)O3)cc1,-1.2
Cc1ccc(S(=O)(=O)N(C)C[C@H]2OCCCC[C@@H](C)Oc3ccc(NS(=O)(=O)c4c(C)noc4C)cc3C(=O)N([C@@H](C)CO)C[C@H]2C)cc1,-1.1
CC(C)CC#Cc1cnc2c(c1)C(=O)N([C@H](C)CO)C[C@H](C)[C@@H](CN(C)C(=O)c1ccccc1)O2,-0.7
C[C@@H]1CCCCO[C@H](CN(C)C(=O)NC2CCCCC2)[C@@H](C)CN([C@H](C)CO)C(=O)c2cc(NS(=O)(=O)c3cccs3)ccc2O1,-1.1
O=S(=O)(N[C@H]1CC[C@@H](CCn2cc(-c3cccnc3)nn2)O[C@@H]1CO)c1ccc(Cl)cc1,7.3
C[C@H](CO)N1C[C@H](C)[C@H](CN(C)Cc2ccccc2)Oc2ccc(NC(=O)Cn3cnnn3)cc2C1=O,1.3
C[C@H]1CN([C@@H](C)CO)S(=O)(=O)c2ccc(C#CC(C)(C)O)cc2O[C@@H]1CN(C)C(=O)C1CCCCC1,1.4
O=C(Nc1ccc(Cl)cc1)N[C@@H]1CC[C@H](CCNC(=O)c2ccccc2F)O[C@H]1CO,-0.7
Cc1noc(C)c1S(=O)(=O)N(C)C[C@H]1OCCCC[C@H](C)Oc2ccc(N(C)C)cc2C(=O)N([C@H](C)CO)C[C@@H]1C,-1.8

# Nothing new here: an excerpt of the list.
SMILES,Mtb BioA inh
C[C@@H]1CN([C@@H](C)CO)C(=O)c2cc(-c3ccccc3)cnc2O[C@H]1CN(C)C,-0.8
C[C@H](CO)N1C[C@H](C)[C@H](CN(C)S(=O)(=O)c2ccccc2)Oc2ccc(NC(=O)Nc3ccc4c(c3)OCO4)cc2C1=O,-2.8
Cc1ccc(S(=O)(=O)Nc2ccc3c(c2)CC(=O)N([C@H](C)CO)C[C@@H](C)[C@H](CN(C)Cc2ccc(Cl)c(Cl)c2)O3)cc1,-1.2
Cc1ccc(S(=O)(=O)N(C)C[C@H]2OCCCC[C@@H](C)Oc3ccc(NS(=O)(=O)c4c(C)noc4C)cc3C(=O)N([C@@H](C)CO)C[C@H]2C)cc1,-1.1
CC(C)CC#Cc1cnc2c(c1)C(=O)N([C@H](C)CO)C[C@H](C)[C@@H](CN(C)C(=O)c1ccccc1)O2,-0.7

# The listing continues.
SMILES,Mtb BioA inh
C[C@@H]1CN([C@H](C)CO)C(=O)c2cc(NS(=O)(=O)c3cccs3)ccc2O[C@H]1CN(C)Cc1ccc(-c2ccccc2)cc1,-1.3
O=C(C[C@H]1CC[C@@H]2[C@H](COC[C@@H](O)CN2Cc2cc(F)ccc2F)O1)NCc1ccc(Cl)cc1,-1.0
CC(C)NC(=O)N(C)C[C@H]1Oc2c(NS(C)(=O)=O)cccc2C(=O)N([C@@H](C)CO)C[C@@H]1C,-0.7
COCC#Cc1cnc2c(c1)C(=O)N([C@@H](C)CO)C[C@H](C)[C@H](CN(C)C)O2,-2.0
CCC(=O)N1C[C@@H](C)[C@H](OC)CN(C)C(=O)c2ccc(NC(=O)c3ccc(F)cc3)cc2OC[C@H]1C,-1.2
COc1ccc(CN(C)C[C@H]2Oc3ccc(NC(=O)CCC(F)(F)F)cc3C(=O)N([C@@H](C)CO)C[C@H]2C)cc1,5.8
COc1ccc(C#Cc2ccc3c(c2)[C@]2(C(=O)N3)[C@H](c3ccccc3OCCO)N3[C@H](c4ccccc4)[C@H](c4ccccc4)OC(=O)[C@H]3[C@@H]2C(=O)N2CCc3cc(OC)c(OC)cc3C2)cc1,-1.9
CO[C@H]1CN(C)C(=O)c2ccc(NC(=O)C3CCCCC3)cc2OC[C@H](C)N(Cc2nccs2)C[C@@H]1C,0.4
Cc1ccc(S(=O)(=O)N(C)C[C@@H]2Oc3ccc(NC(=O)Nc4ccc(F)cc4)cc3CC(=O)N([C@@H](C)CO)C[C@H]2C)cc1,0.4
COc1ccc(S(=O)(=O)N[C@@H]2CCCN(Cc3ccc(OCCO)cc3)C2)cc1,0.1
C[C@@H]1CCCCO[C@@H](CN(C)C)[C@@H](C)CN([C@@H](C)CO)C(=O)c2cc(N(C)C)ccc2O1,1.6
CNC[C@H]1Oc2ccc(NC(=O)Nc3ccc(F)cc3)cc2CC(=O)N([C@@H](C)CO)C[C@H]1C,1.3
CCCNC(=O)C[C@H]1CC[C@H]2[C@H](COc3ccc(NC(=O)c4cscn4)cc3C(=O)N2C)O1,-1.9
C/C=C/c1ccc([C@@H]2[C@@H](CO)N(C(C)=O)[C@H]2CN(C(=O)COC)C(C)C)cc1,-2.5
CN1C(=O)c2cc(NC(=O)c3ccc(Cl)cc3)ccc2OC[C@H]2O[C@@H](CC(=O)O)CC[C@@H]21,0.6
Cc1noc(C)c1NC(=O)Nc1ccc2c(c1)CC(=O)N([C@H](C)CO)C[C@H](C)[C@H](CN(C)Cc1ccc(C(F)(F)F)cc1)O2,2.0
COc1ccc(S(=O)(=O)N(C)C[C@H]2Oc3cc(C#CC4CCCCC4)ccc3S(=O)(=O)N([C@H](C)CO)C[C@@H]2C)cc1,-2.2
C[C@@H]1CN([C@H](C)CO)C(=O)c2ccccc2-c2ccccc2CO[C@@H]1CN(C)C(=O)Nc1ccccc1C(F)(F)F,-0.5
COc1ccccc1C#Cc1ccc([C@H]2[C@@H](C#N)N(C(=O)C3CCC3)[C@@H]2CO)cc1,-3.4
Cc1noc(C)c1S(=O)(=O)Nc1ccc2c(c1)C(=O)N([C@H](C)CO)C[C@H](C)[C@@H](CN(C)S(=O)(=O)c1c(C)noc1C)OCCCC[C@@H](C)O2,-2.3
O=C(CC1CC1)N[C@@H]1CC[C@H](CCNS(=O)(=O)c2ccc(Cl)cc2)O[C@@H]1CO,-2.4
O=C(N[C@H]1CC[C@H](CCn2cc(-c3ccccc3F)nn2)O[C@@H]1CO)c1ccc2c(c1)OCO2,-5.5
C[C@H](CO)N1C[C@H](C)[C@H](CN(C)C(=O)Nc2ccc(C(F)(F)F)cc2)Oc2c(NC(=O)c3nc4ccccc4s3)cccc2C1=O,-1.8
C[C@H](CO)N1C[C@H](C)[C@@H](CN(C)C(=O)C2CC2)OCc2ccccc2-c2ccccc2C1=O,1.0
CO[C@@H](CN(C)C(=O)c1cnccn1)[C@H](C)CN([C@@H](C)CO)S(=O)(=O)c1ccc(F)cc1,-1.4
CCNC(=O)C[C@@H]1CC[C@@H]2[C@H](COC[C@@H](O)CN2C(=O)c2cccnc2)O1,-1.7
C[C@@H]1CN([C@@H](C)CO)C(=O)c2cc(NC(=O)Nc3ccc(C(F)(F)F)cc3)ccc2O[C@H]1CN(C)Cc1ccncc1,3.7
COCC(=O)N[C@@H]1CC[C@H](CC(=O)NCc2ccccc2OC)O[C@@H]1CO,-1.3
O=C(c1cccc(F)c1)N1CCCCN2[C@H](CO)[C@@H](c3ccc(-c4ccc(F)cc4)cc3)[C@@H]2C1,0.3
CC(=O)Nc1ccc2c(c1)C(=O)N(C)[C@@H]1CC[C@H](CC(=O)NCC3CCCCC3)O[C@@H]1CO2,-2.1
COc1ccc(S(=O)(=O)N(C)C[C@@H]2Oc3ccc(NC(=O)Nc4ccccc4)cc3C(=O)N([C@H](C)CO)C[C@H]2C)cc1,3.2
C[C@H]1CN([C@@H](C)CO)C(=O)Cc2cc(NS(=O)(=O)c3cn(C)cn3)ccc2O[C@@H]1CN(C)CC1CC1,6.0
CCC(=O)N(C)C[C@H]1Oc2cc(-c3cccc(C#N)c3)ccc2S(=O)(=O)N([C@H](C)CO)C[C@@H]1C,4.1
Cc1noc(C)c1NC(=O)N(C)C[C@@H]1Oc2ccc(NC(=O)C3CC3)cc2C(=O)N([C@H](C)CO)C[C@@H]1C,-0.2
C[C@@H]1CN([C@@H](C)CO)C(=O)c2cc(NS(=O)(=O)c3cccs3)ccc2O[C@@H](C)CCCCO[C@H]1CN(C)C(=O)CCC(F)(F)F,-5.6
O=C(C[C@@H]1CC[C@H]2[C@@H](COC[C@@H](O)CN2C(=O)c2ccccc2)O1)Nc1ccc(-c2ccccc2)cc1,-0.1
CCC(=O)Nc1ccc2c(c1)OC[C@H](C)N(Cc1ccncc1)C[C@@H](C)[C@@H](OC)CN(C)C2=O,0.0
COc1ccc(CN(C)C[C@H]2OCc3cn(nn3)CCCC(=O)N([C@@H](C)CO)C[C@@H]2C)cc1,-1.5
CN1C(=O)c2cc(NC(=O)c3ccc(F)cc3)ccc2OC[C@@H]2O[C@@H](CC(=O)N3CCOCC3)CC[C@@H]21,0.8
CO[C@H]1CN(C)C(=O)c2cc(NC(=O)C3CC3)ccc2OC[C@H](C)N(CC2CC2)C[C@@H]1C,-1.1
CCS(=O)(=O)Nc1ccc2c(c1)C(=O)N(C)[C@@H]1CC[C@@H](CC(=O)N3CCOCC3)O[C@H]1CO2,-0.8
CN1C(=O)c2cc(NC(=O)c3cccc(F)c3)ccc2OC[C@H]2O[C@H](CC(=O)NCC3CCCCC3)CC[C@@H]21,1.2&-1.6
CC(=O)N(C)C[C@@H]1Oc2ncc(C#Cc3ccc(F)cc3)cc2C(=O)N([C@H](C)CO)C[C@H]1C,-0.3
CO[C@H]1CN(C)C(=O)c2cc(NS(=O)(=O)c3cccc(Cl)c3)ccc2OC[C@H](C)NC[C@@H]1C,-2.3
CC=Cc1ccc2n(c1=O)C[C@@H]1[C@@H](CO)[C@H](C(=O)N3CCC(Cc4ccccc4)CC3)N(C)[C@H]21 (mixture of isomers),0.1
O=C(NCC[C@H]1CC[C@H](NC(=O)C2CCCCC2)[C@@H](CO)O1)c1cnccn1,-0.3
C/C=C/c1ccc2c(c1)O[C@@H](CN(C)Cc1cccnc1)[C@@H](C)CN([C@H](C)CO)S2(=O)=O,9.3
COc1ccc(S(=O)(=O)N(C)C[C@H]2Oc3ccc(NC(=O)Nc4ccc(F)cc4)cc3C(=O)N([C@@H](C)CO)C[C@H]2C)cc1,0.6

# Four compounds out of the list, sorted by length of the SMILES, falling.
SMILES,Mtb BioA inh
CO[C@H]1CN(C)C(=O)c2cc(NS(=O)(=O)c3cccc(Cl)c3)ccc2OC[C@H](C)NC[C@@H]1C,-2.3
CC(=O)N(C)C[C@@H]1Oc2ncc(C#Cc3ccc(F)cc3)cc2C(=O)N([C@H](C)CO)C[C@H]1C,-0.3
COc1ccc(CN(C)C[C@H]2OCc3cn(nn3)CCCC(=O)N([C@@H](C)CO)C[C@@H]2C)cc1,-1.5
O=C(NCC[C@H]1CC[C@H](NC(=O)C2CCCCC2)[C@@H](CO)O1)c1cnccn1,-0.3

# Next structures.
SMILES,Mtb BioA inh
CO[C@H]1CN(C)C(=O)c2ccc(NS(C)(=O)=O)cc2OC[C@@H](C)N(CC2CC2)C[C@H]1C,-0.9
Cc1ccc(S(=O)(=O)N(C)C[C@H]2Oc3ccc(NC(=O)c4ccncc4)cc3C(=O)N([C@@H](C)CO)C[C@@H]2C)cc1,-2.2
O=C(C[C@H]1C=C[C@@H](NS(=O)(=O)c2ccc(F)cc2)[C@@H](CO)O1)N1CCN(c2ccccc2)CC1,0.9
COc1ccc(S(=O)(=O)N(C)C[C@H]2Oc3ccc(N(C)C)cc3CC(=O)N([C@H](C)CO)C[C@@H]2C)cc1,-1.3
CC(C)CC#Cc1cnc2c(c1)C(=O)N([C@@H](C)CO)C[C@H](C)[C@@H](CN(C)Cc1ccc(F)cc1)O2,0.8
C[C@H](CO)N1C[C@H](C)[C@H](CN(C)S(C)(=O)=O)Oc2ccc(NC(=O)NC3CCCCC3)cc2CC1=O,-1.8
C[C@H]1CCCCO[C@H](CN(C)Cc2ccncc2)[C@@H](C)CN([C@@H](C)CO)C(=O)c2cc(NC(=O)Nc3ccc(C(F)(F)F)cc3)ccc2O1,-0.6
O=C(NCC[C@H]1CC[C@@H](NC(=O)C2CCCCC2)[C@H](CO)O1)Nc1ccc(Cl)cc1,2.1
COc1ccc(S(=O)(=O)N(C)C[C@@H]2OCCCC[C@@H](C)Oc3ccc(NC(=O)Nc4ccccc4)cc3C(=O)N([C@H](C)CO)C[C@H]2C)cc1,-1.4

# Assay outcomes deposited in PubChem BioAssay by Broad Institute.
